Screening results: PubChem, several laboratories
CaV13 FRET inh = Primary screen for inhibitors of IQ motif and Ca2+-dependent inactivation inhibitor domain binding in CACNA1D, Förster resonance energy transfer in living cells, …; HEK cells, CFP/YFP FRET ICDI-IQ, plate reader, 10 min; percent FRET-ratio fall versus neutral wells; inhibition, % at 12.3 µM; 340,000 compounds, 0.098% hits; AID 743397;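 active = mean replicate inhibition of at least 30% and at least 1% of replicates passing that level; inconclusive = only one of the two criteria is met; inactive = neither criterion is met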;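 also: 0% = median of the neutral control wells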
Cardio protect = cardioprotection against H2O2-induced cell death, primary screen, uHTS, H9c2 cells, ATPLite luminescence | H9c2 cardiomyocytes, H2O2 injury protection, 2 h | protection from H2O2 cell death, % at 20 µM | 360,000 compounds, 0.63% hits;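 active = compounds giving at least 50% protection of heart cells from peroxide-induced death in the single-dose screen, raw or plate-pattern-corrected value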;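 also: 0% = DMSO wells with peroxide and 100% = DMSO wells without peroxide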
PDI inh = inhibitors of human PDI, primary screen, biochemical, turbidity, single point, plate reader | Protein disulfide-isomerase (Homo sapiens), P07237 | 350,000 compounds, 0.052% hits | PDI insulin aggregation turbidity, A650, 90 min | inhibition, % at 10 µM;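 active = mean inhibition across replicates of 30% or more, whatever share of single replicates reach that level; inconclusive = mean inhibition below 30% while every single replicate reaches 30%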;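 also: absorbance from insulin aggregation driven by PDI reduction with DTT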
NR2E3 ag-1 = NR2E3 agonists in two-hybrid cells, primary screen, cell-based, luminescence, CHO-S, Gal4-NCOR/VP16-NR2E3; Photoreceptor-specific nuclear receptor (Homo sapiens), Q9Y5X4; luciferase; inhibition of corepressor binding, % at 3.98 µM; 360,000 compounds, 0.35% hits; AID 602229, 2012;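 active = inhibition above the mean of all tested compounds plus 3 SD, cut at about 70% in these data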;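 also: 0% = DMSO with NR2E3 transfected cells and 100% = cells lacking NR2E3 construct; higher means lower luciferase signal from less NR2E3 corepressor binding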
Target sequence (Q9Y5X4 whole entry, looked up, the tested form may be a part): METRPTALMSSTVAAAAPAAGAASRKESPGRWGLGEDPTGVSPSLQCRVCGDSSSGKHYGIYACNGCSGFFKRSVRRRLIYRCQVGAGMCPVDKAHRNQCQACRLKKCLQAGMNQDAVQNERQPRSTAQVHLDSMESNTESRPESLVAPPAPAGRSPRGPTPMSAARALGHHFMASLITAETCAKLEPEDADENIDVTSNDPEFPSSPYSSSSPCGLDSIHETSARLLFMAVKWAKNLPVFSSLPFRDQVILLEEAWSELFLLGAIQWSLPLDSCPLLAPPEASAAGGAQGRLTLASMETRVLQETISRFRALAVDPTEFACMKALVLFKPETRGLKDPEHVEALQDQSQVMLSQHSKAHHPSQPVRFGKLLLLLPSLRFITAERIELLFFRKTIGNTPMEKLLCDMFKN
HIF-2a block = HIF-2a reporter inhibitors, primary screen, luminescence, 786-0 RCC cells; 786-0 RCC cells HIF-2a reporter, luciferase luminescence, overnight; inhibition, % at 18.8 µM; 360,000 compounds, 0.72% hits; AID 624352, 2012;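 active = inhibition of the luminescence signal of 40% or more relative to plate controls, in a single-dose primary screen at 18.75 µM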
TRPM1 prom inh = inhibitors of MITF-dependent TRPM1 promoter reporter, primary screen, cell-based, SK-MEL-5, single point, luciferase | SK-MEL-5 TRPM1 promoter luciferase, 24 h | inhibition, % at 12.5 µM | 330,000 compounds, 0.83% hits | AID 488899, 2010;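 active = mean inhibition across replicates of 60% or more, whatever share of single replicates reaches that level; inconclusive = some that reach 60%, reason not given; inactive = mean inhibition across replicates below 60%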; also: values of inactives mirror those of a sister screen read the other way
NR2E3 ag-2 = inhibitors of NR2E3-RetCOR corepressor binding, primary screen, NR2E3 agonist project, biochemical, TR-FRET, GST-NR2E3, biotin-RetCOR; 320,000 compounds, 0.12% hits; AID 2300, 2010; 1536-well; inhibition of corepressor binding, % at 4.78 µM; Photoreceptor-specific nuclear receptor (Homo sapiens), Q9Y5X4;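 active = percent inhibition above the cutoff of mean plus 3 SD of all tested compounds, set per screening campaign, cut at about 20% in these data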;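 also: 0% = DMSO wells and 100% = biotin wells as full block of FRET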
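Test system – NR2E3–RetCOR corepressor complex · Quantity – NR2E3 fusion 1.35 nM · Buffer or medium – Tris pH 7.5 · Incubation – Compound–protein incubation for 5 h at 4 °C · Technique – TR-FRET, Eu(K)-anti-GST donor, streptavidin-D2 acceptor, ex 340, em 617/671 nm · Evaluation – percent inhibition of 671/617 nm emission ratio versus biotin and DMSO controls · Plate – 1536-well format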
m5-HT2A agonist = mouse Htr2a agonists via beta-arrestin recruitment, primary screen, cell-based, luminescence. 5-hydroxytryptamine receptor 2A (Mus musculus), P35363. CHO-K1 mHTR2A beta-arrestin complementation; percent of 30 µM serotonin response. activation, % at 7.6 µM. 360,000 compounds, 0.66% hits. AID 624169, 2012;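 active = activation above a run cutoff, the mean activation of all tested compounds plus 3 SD, cut at about 14% in these data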;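 also: 0% = plate median of compound wells and 100% = 30 µM serotonin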
Target sequence (P35363 whole entry, looked up): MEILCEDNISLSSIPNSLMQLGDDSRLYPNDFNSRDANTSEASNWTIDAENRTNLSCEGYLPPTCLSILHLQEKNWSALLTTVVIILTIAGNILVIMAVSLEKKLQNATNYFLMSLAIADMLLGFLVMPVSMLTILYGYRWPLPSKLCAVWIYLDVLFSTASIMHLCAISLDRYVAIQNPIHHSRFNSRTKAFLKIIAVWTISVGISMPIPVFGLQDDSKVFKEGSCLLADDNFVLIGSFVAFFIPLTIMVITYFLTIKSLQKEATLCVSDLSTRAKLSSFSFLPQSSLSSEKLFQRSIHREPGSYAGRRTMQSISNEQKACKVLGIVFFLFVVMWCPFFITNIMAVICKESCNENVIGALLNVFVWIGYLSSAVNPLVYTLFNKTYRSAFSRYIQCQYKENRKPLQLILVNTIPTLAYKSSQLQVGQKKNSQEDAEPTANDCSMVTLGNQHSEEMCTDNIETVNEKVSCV
Shn3 inh set2 = reduction of Shn3 3'UTR firefly luciferase signal, primary screen, Schnurri-3 inhibitor project, cell-based, Clone20 osteoblasts, set 2. Clone20 osteoblast Shn3 3'UTR firefly luciferase, 24 h. inhibition, % at 12.5 µM. 360,000 compounds, 0.52% hits. AID 588674, 2011;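 active = mean inhibition of at least 75% with every replicate also reaching 75%; inconclusive = mean inhibition at least 75% but some replicate below; inactive = mean inhibition below 75%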;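 also: 0% = median of neutral control wells and 100% = pilot-screen positive control compound; some compounds past the cut are filed as inactive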
Peg3 prom inh = Peg3 promoter-driven luciferase inhibitors, primary screen, cell-based, HeLa, luciferase luminescence; HeLa PEG-Prom luciferase reporter, overnight; 360,000 compounds, 1.7% hits; inhibition, % at 20 µM;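 active = inhibition of at least 50% at 20 µM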
iPSC survival up = enhancers of single-cell hiPSC survival, primary screen, ATPlite luminescence; 100% = ROCK inhibitor wells, 0% = DMSO; survival enhancement, % at 20 µM; 360,000 compounds, 0.044% hits; in the data active = survival enhancement above about 18%;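 also: cells exposed to compounds for 16 hours before the ATP read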
The depositor's hits bear a star; ? = inconclusive; . = not tested or not shown.

The first 4 entries, to show the layout:
SMILES	CaV13 FRET inh	Cardio protect	PDI inh	NR2E3 ag-1	HIF-2a block	TRPM1 prom inh	NR2E3 ag-2	m5-HT2A agonist	Shn3 inh set2	Peg3 prom inh	iPSC survival up
Cc1ccc(-n2ncc3c(=O)n(Cc4ccccn4)cnc32)cc1C	-3	-2	0	-56	-166	-12	1	-7	-38	-162	-1.2
FC(F)(F)C1CCCN(c2nsc3ccccc23)C1 (configuration not stated)	.	-21	1	-26	13	19	3	11	11	9	-0.2
CCCCCCN1C[C@H](O)[C@@H](n2cc(C3CC3)nn2)C[C@@H]1c1ccccc1	-3	-11	0	-20	16	.	.	0	1	8	8.4
COc1cc(/C=C(\C#N)c2nnc(N3CCOCC3)n2-c2ccccc2)ccc1O	-1	4	-15	10	-5	11	1	5	-23	6	5.0

This part in full, from the start:
SMILES	CaV13 FRET inh	Cardio protect	PDI inh	NR2E3 ag-1	HIF-2a block	TRPM1 prom inh	NR2E3 ag-2	m5-HT2A agonist	Shn3 inh set2	Peg3 prom inh	iPSC survival up
Cc1ccc(-n2ncc3c(=O)n(Cc4ccccn4)cnc32)cc1C	-3	-2	0	-56	-166	-12	1	-7	-38	-162	-1.2
FC(F)(F)C1CCCN(c2nsc3ccccc23)C1 (configuration not stated)	.	-21	1	-26	13	19	3	11	11	9	-0.2
CCCCCCN1C[C@H](O)[C@@H](n2cc(C3CC3)nn2)C[C@@H]1c1ccccc1	-3	-11	0	-20	16	.	.	0	1	8	8.4
COc1cc(/C=C(\C#N)c2nnc(N3CCOCC3)n2-c2ccccc2)ccc1O	-1	4	-15	10	-5	11	1	5	-23	6	5.0
CCOC(=O)c1c(C)[nH]c(C(=O)COC(=O)/C=C/c2ccc(O)c(OC)c2)c1C	-15	-2	-16	-25	11	6	1	2	8	-2	3.6
COc1ccc(OC)c(NC(=O)CSc2nnc(NC(=O)c3ccco3)s2)c1	-3	-7	-19	0	-1	-1	1	-5	-6	-17	0.6
CCOc1ccccc1OCC(=O)Nc1ccc(N2CCCCC2)cc1	.	2	0	-23	-38	-7	1	-3	2	-15	-0.9
CCN(CC)CCn1c(/N=C/c2cc(Br)ccc2O)nc2ccccc21	-2	32	-5	-35	-21	17	1	6	1	-7	-1.3
Cc1ccc2nc(Br)c3c(c2c1)OC(CBr)C3 (configuration not stated)	-4	-2	11	-28	12	1	3	-1	3	18	-0.7
O=C(Nc1ccncc1)c1ccc2ccccc2c1	6	-14	8	-12	-307	-48	-3	0	29	-251	-0.4
Cc1nn(S(=O)(=O)c2cccc([N+](=O)[O-])c2)c(C)c1Br	-5	5	11	-11	5	17	1	0	12	28	-0.1
CCOC(=O)CN(C(=O)CNC(=O)c1cccs1)C(C(=O)NC1CCCC1)c1ccncc1 (configuration not stated)	2	4	8	-30	10	1	4	2	-3	4	-0.8
Cc1nnsc1C(=O)Nc1cc(Cl)ccc1Cl	-4	5	-7	-5	-3	6	-5	-1	-25	5	-1.2
CCOc1ccc(S(=O)(=O)/N=C(\N)c2ccccc2)cc1	-2	-14	-4	19	8	1	3	-1	25	6	0.0
CN(Cc1ccco1)C(=O)CC[C@H]1O[C@@H](n2ccc(=O)[nH]c2=O)[C@H](O)[C@@H]1O	-4	-2	.	14	10	.	.	2	-5	13	-1.8
Cc1cc(/C=N/n2cnnc2)c(O)c([N+](=O)[O-])c1	-7	0	0	-11	18	5	-2	-2	-4	14	2.5
Cn1nnc(NC(=S)NC(=O)c2cc3ccccc3o2)n1	0	-2	-6	-7	-70	-12	0	-7	.	-26	3.3
O=C(O)c1ccn(CSc2cc(Cl)ccc2Cl)n1	-3	-6	12	13	12	5	5	4	-8	8	-0.5
C/C(=N\N=C1\NC(=O)C(CC(=O)Nc2ccccc2F)S1)C1CCCCC1 (configuration not stated)	.	1	-9	-29	19	0	2	-1	8	12	-0.4
O=C(Cc1ccccc1)NCCc1c[nH]c2ccccc12	2	2	-4	-9	3	9	5	-3	23	-22	-0.1
CCOC(=O)c1cnc2c(OC)cccc2c1N1CCN(c2ccccn2)CC1	-10	-11	10	7	7	3	1	4	73	40	-0.9
COc1ccc(C2CC(c3ccc(Br)cc3)=NN2C(=O)CSC2=NCCS2)cc1 (configuration not stated)	-15	-2	0	-42	14	-2	4	1	1	-9	0.5
OC(CNC1Cc2ccccc2C1)c1ccccc1 (configuration not stated)	.	10	-2	0	11	-18	-1	-2	-3	-11	0.2
O=C(CNC(=O)C1COc2ccccc2O1)Nc1cc(Cl)ccc1Cl (configuration not stated)	-4	-13	-13	-37	22	10	.	-2	58	2	-0.3
O=C(NCc1ccco1)c1ccc2c(c1)CCO2	-5	10	-3	-2	-14	-4	0	1	-13	-16	0.1
C[C@H](O)[C@@H]1C(=O)N2CCc3ccc(-c4ccccc4)cc3[C@@H]2C[C@@H]1N(C)C(=O)c1ccco1	-5	6	0	12	3	.	.	5	-88	-15	1.3
Cc1ccccc1-c1cc2nc(Oc3cccc4ccccc34)n(C)c(=O)c2s1	-5	1	0	-13	-36	.	.	4	-15	-19	1.6
Cc1ccnc(SCC(=O)Nc2sc3c(c2C#N)CCC(C(C)(C)C)C3)n1 (configuration not stated)	-4	-12	-2	-13	8	5	-2	1	16	2	-2.0
O=C(Nc1ccc(F)c(F)c1)NC1CCCCC1	-5	-16	-6	-60	-229	-35	1	0	-51	-141	-4.1
CCC1C(=O)N(c2nc(C)cc(C)n2)N=C1C (configuration not stated)	-7	6	-7	0	1	2	-1	1	10	11	-0.3
CC(C)N(CCn1c(SCC(=O)N2CC(=O)Nc3ccccc32)nc2ccccc2c1=O)C(C)C	-2	33	2	13	-8	-9	0	-1	31	-1	-0.5
CC(=O)c1cccc(NC(=S)NNC(=O)c2ccc(C)c([N+](=O)[O-])c2)c1	2	-5	-4	-11	-68	3	3	6	-11	-28	-2.6
O=C(N/N=C/c1ccc([N+](=O)[O-])s1)c1ccncc1	.	-2	-12	7	24	?	1	-2	7	-3	-1.1
O=S(=O)(Nc1ncnc2sc3c(c12)CCC3)c1ccc2ccccc2c1	.	-5	-2	41	16	2	1	1	3	19	5.4
COc1ccc(-c2cc(C(=O)N3CCCCC3)no2)cc1OC	-7	-3	-12	-65	-157	-56	5	1	-60	-163	-1.2
Cc1cnc(C(=O)OCc2ccc(Br)cc2F)cn1	-4	-3	1	-33	3	-9	-1	0	-1	6	-0.2
CN1C[C@@H]2[C@@H]3C(=O)N(C)C(=O)[C@@H]3[C@](C)(C1=O)N2C(=O)c1ccc(Cl)cc1	-6	2	6	-14	4	-3	.	5	-11	1	-1.4
COc1cc(C(C)=O)ccc1OCC(=O)N1CCCC1c1ccc2c(c1)OCCCO2 (configuration not stated)	-6	5	-1	-26	8	.	.	-2	0	-2	-0.6
CC(C)Oc1ccc(CC2CC(=O)NC2=O)cc1 (configuration not stated)	-4	0	-3	-25	2	-1	-3	-3	-10	7	-0.4
Cc1ccc(C(=O)Cn2nnc3ccccc32)cc1[N+](=O)[O-]	-20	0	3	-23	-115	-17	0	1	-23	-103	-0.6

Full records, looked up by structure. Order of screens: CaV13 FRET inh, Cardio protect, PDI inh, NR2E3 ag-1, HIF-2a block, TRPM1 prom inh, NR2E3 ag-2, m5-HT2A agonist, Shn3 inh set2, Peg3 prom inh, iPSC survival up
O=C(CNC(=O)C1COc2ccccc2O1)Nc1cc(Cl)ccc1Cl (configuration not stated) reads -4, -13, -13, -37, 22, 10, ., -2, 58, 2, -0.3
OC(CNC1Cc2ccccc2C1)c1ccccc1 (configuration not stated) reads ., 10, -2, 0, 11, -18, -1, -2, -3, -11, 0.2

Further entries follow:
SMILES	CaV13 FRET inh	Cardio protect	PDI inh	NR2E3 ag-1	HIF-2a block	TRPM1 prom inh	NR2E3 ag-2	m5-HT2A agonist	Shn3 inh set2	Peg3 prom inh	iPSC survival up
O=C(Nc1ccc2c(c1)OCO2)N1CCN(c2ccc(F)cc2)CC1	-1	-1	-1	-23	-170	-37	2	-4	-37	-154	0.5
CCc1ccnc(NC(=O)Nc2ccc(OCc3ccccc3)cc2)c1	.	8	-1	-22	-3	9	-1	4	-9	-3	0.3
CCOC(=O)Cc1csc(NC(=O)c2ccc(S(=O)(=O)N(CCOC)CCOC)cc2)n1	3	-1	-6	-2	21	-3	-1	2	-9	12	-1.9
CCCCCSc1nc2c(c(=O)[nH]c(=O)n2C)n1C	-3	-4	.	10	4	.	4	-1	10	-11	-3.4
COc1cccc(CNCc2cccnc2)c1OCc1ccccc1	-5	0	3	-3	14	-5	-2	0	-1	-7	0.0
CC(C(=O)Nc1nncs1)N1C(=O)C2C3C=CC(C3)C2C1=O (configuration not stated)	-3	-8	18	13	7	-6	0	1	-13	-3	-3.7
CC(C)NC(=O)COc1ncnc2sccc12	-8	3	11	-2	7	1	0	2	6	10	-1.8
O=C(Nc1cccnc1)c1ccc(-c2ccc(Cl)cc2)o1	-5	-3	-2	0	-70	-34	-4	0	-8	-35	0.5
CS(=O)(=O)c1ccc(Cl)c(NC(=O)COC(=O)CCCN2C(=O)c3cccc4cccc(c34)C2=O)c1	-7	22	4	-7	3	4	1	2	-7	-4	0.3
CC(Oc1ccccc1)C(=O)N=C1SC2CS(=O)(=O)CC2N1Cc1ccc(F)cc1 (configuration not stated)	-15	5	-2	-17	12	10	1	-1	3	7	0.6
COc1ccc(Cl)cc1C(=O)CSc1nnnn1C1CCCC1	-6	-9	-3	-2	-137	-6	3	4	3	-36	0.7

Ordered by the number under NR2E3 ag-2 (rising): 3 from the list above.
| mol | NR2E3 ag-2 |
| --- | --- |
| CC(C(=O)Nc1nncs1)N1C(=O)C2C3C=CC(C3)C2C1=O (configuration not stated) | 0 |
| CC(Oc1ccccc1)C(=O)N=C1SC2CS(=O)(=O)CC2N1Cc1ccc(F)cc1 (configuration not stated) | 1 |
| COc1ccc(Cl)cc1C(=O)CSc1nnnn1C1CCCC1 | 3 |

Random draw from the library (roughly 3.9% active in at least one column).
